# High-throughput results from PubChem.
# IDE cell inh – inhibitors of human insulin-degrading enzyme in cells | AID 434962 | actives 0.41% (n = 320,000) | inhibition, % at 5.59 µM | HEK cells, FAbetaB cleavage, fluorescence polarization;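 active means percent inhibition above the average of all tested compounds plus 3 SD, set per screening campaign, cut at about 16% in these data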;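 further: IDE supplied by intact live HEK cells; FP after avidin binding of uncleaved biotin substrate so inhibition keeps polarization high; 0% = DMSO wells and 100% = 60 µM reference IDE inhibitor Ii1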
# Target sequence (P14735 whole entry, looked up): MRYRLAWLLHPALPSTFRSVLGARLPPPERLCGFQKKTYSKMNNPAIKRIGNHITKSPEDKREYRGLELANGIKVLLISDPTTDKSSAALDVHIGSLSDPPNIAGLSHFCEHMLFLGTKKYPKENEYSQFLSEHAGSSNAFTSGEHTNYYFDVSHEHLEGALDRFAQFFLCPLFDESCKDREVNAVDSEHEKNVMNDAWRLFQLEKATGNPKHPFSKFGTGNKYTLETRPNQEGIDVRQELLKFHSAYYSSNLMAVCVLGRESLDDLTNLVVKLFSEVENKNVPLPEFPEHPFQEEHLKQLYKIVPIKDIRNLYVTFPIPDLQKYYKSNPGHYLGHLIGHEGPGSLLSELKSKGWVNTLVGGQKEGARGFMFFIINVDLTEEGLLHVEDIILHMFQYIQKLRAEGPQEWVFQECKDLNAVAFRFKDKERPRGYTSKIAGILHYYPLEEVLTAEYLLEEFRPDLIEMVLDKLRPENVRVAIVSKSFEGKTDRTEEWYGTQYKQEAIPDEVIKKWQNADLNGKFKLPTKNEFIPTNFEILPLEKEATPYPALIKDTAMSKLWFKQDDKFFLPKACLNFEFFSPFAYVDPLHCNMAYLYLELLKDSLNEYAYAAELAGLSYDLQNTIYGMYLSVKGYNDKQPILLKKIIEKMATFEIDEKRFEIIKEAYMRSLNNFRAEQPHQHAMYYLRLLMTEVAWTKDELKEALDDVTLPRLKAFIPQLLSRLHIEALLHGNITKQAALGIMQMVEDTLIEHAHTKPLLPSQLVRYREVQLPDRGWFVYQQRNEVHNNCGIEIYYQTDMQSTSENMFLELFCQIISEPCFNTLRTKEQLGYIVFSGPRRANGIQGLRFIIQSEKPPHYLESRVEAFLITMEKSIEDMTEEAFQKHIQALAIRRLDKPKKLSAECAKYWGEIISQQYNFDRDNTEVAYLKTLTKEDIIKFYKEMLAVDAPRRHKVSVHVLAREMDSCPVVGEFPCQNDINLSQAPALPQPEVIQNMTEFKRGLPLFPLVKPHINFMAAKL
# IDE act – activators of human insulin-degrading enzyme in cells; HEK cells, FAbeta-B cleavage, fluorescence polarization; 0% vehicle, 100% cell-free pure enzyme wells; P14735; actives 0.073% (n = 340,000); activation, % at 5.96 µM;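 active means activation above the mean of all tested compounds plus 3 SD, set per screening campaign, cut at about 17% in these data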
# * = called active by the depositor. Some of the compounds tested. The share of hits here may be higher or lower than overall.
cpd	IDE cell inh	IDE act	mol
1	2	2	CCOC(=O)C1=C(COC(=O)CCNS(=O)(=O)c2ccc(C)c(C)c2)NC(=O)NC1C (stereo unspecified)
2	1	-3	COCCn1c(N)c(N(Cc2ccccc2)C(=O)CSCC(=O)Nc2ccc(OC)cc2)c(=O)[nH]c1=O
3	-1	3	O=C(COC(=O)C1CCN(c2ccc(C(F)(F)F)cn2)CC1)Nc1ccc(F)cc1[N+](=O)[O-]
4	2	2	O=C(CCCN=C1NS(=O)(=O)c2ccccc21)OCC(=O)c1ccc(F)cc1
5	8	2	Cc1c(NS(=O)(=O)c2cccc(C(=O)Nc3ccccc3)c2)c(=O)n(-c2ccccc2)n1C
6	1	2	CCN(C[C@H]1N[C@@](CC)(C(=O)OC)[C@H]2C(=O)N(Cc3ccccc3)C(=O)[C@@H]12)S(=O)(=O)c1ccc(C(F)(F)F)cc1
7	3	-2	CCCCn1c(N)c(N(CCC(C)C)C(=O)c2c(C)noc2C)c(=O)[nH]c1=O
8	-9	4	O=C(NCCS(=O)(=O)N1CCN(Cc2ccccc2)CC1)c1ccc(F)cc1
9	5	4	O=C(CCC1CCCC1)NNC(=O)c1ccc(F)cc1
10	0	3	CC(C(=O)N1CCc2ccccc21)N1CCN(S(=O)(=O)c2ccc(C(F)(F)F)cc2)CC1 (stereo unspecified)
11	2	31*	COCO/C=C(\NC(C)=O)c1ccccc1
12	-4	0	CCCCn1nc(C(=O)N(C)C2CCCCC2)c2ccccc2c1=O
13	8	4	Cc1ccc(S(=O)(=O)N2[C@@H](c3ccc(F)cc3)C(C(=O)O)=C[C@H]2CC2CCCC2)cc1
14	-16	11	COc1ccc(C2C(=O)c3ccccc3C2=Nc2ccc(Br)cc2)cc1 (stereo unspecified)
15	7	4	O=C(OCc1nnc(-c2cccs2)o1)c1cccnc1Cl
16	0	3	CSc1ccccc1NC(=O)CN(C)C(=O)C1CCN(C(=O)Nc2ccccc2)CC1
17	1	4	CN1CCN(C(=O)CNC(=O)C23CC4CC(CC(C4)C2)C3)CC1
18	-1	3	Cc1cc2c(cc1S(=O)(=O)NCCc1ccccc1)NC(=O)CO2
19	-4	0	COC(=O)C1(CC2CC(c3ccncc3)=NO2)CCN(C(=O)OC(C)(C)C)CC1 (stereo unspecified)
20	-1	7	O=C(COC(=O)Cc1c(F)cccc1Cl)Nc1ccc2[nH]c(=O)[nH]c2c1
21	1	-2	COc1ccccc1C(=O)NCCC(=O)N(C)CC(=O)Nc1ccc(Cl)cc1
22	-5	4	Cc1ccc(C(=O)OCC(=O)NC2CCS(=O)(=O)C2)c(C)c1 (stereo unspecified)
23	2	-3	CCc1noc(C)c1C(=O)NNC(=O)COc1ccc(C)cc1
24	-4	1	N#CCCN(C(=O)COC(=O)c1cc(S(=O)(=O)N2CCOCC2)ccc1Cl)c1ccc(F)cc1
25	-2	3	Cc1csc(NC(=O)C2CC(=O)N(c3ccc4c(c3)OCCO4)C2)n1 (stereo unspecified)

# Full records, quoted from the list. Screens in order: IDE cell inh | IDE act
# Shown for `COCO/C=C(\NC(C)=O)c1ccccc1` = 2 | 31*
# Shown for `CCN(C[C@H]1N[C@@](CC)(C(=O)OC)[C@H]2C(=O)N(Cc3ccccc3)C(=O)[C@@H]12)S(=O)(=O)c1ccc(C(F)(F)F)cc1` = 1 | 2

# Remaining list, next part:
cpd	IDE cell inh	IDE act	mol
26	0	3	O=C(CNC(=O)c1ccc(Cl)cc1Cl)NCc1ccccn1
27	-4	-2	COc1ccccc1-c1sc2cc3c(cc2c1-c1ccc2c(c1)OCO2)OCO3
28	1	1	CC(C)NC(=O)N(C)C[C@H]1Oc2ccc(NS(=O)(=O)c3cn(C)cn3)cc2C(=O)N([C@H](C)CO)C[C@@H]1C
29	2	2	COc1ccc(C(=O)NCCS(=O)(=O)NCc2ccccc2OC)cc1
30	4	0	CN(C(=O)c1cncc(Br)c1)c1c(N)n(Cc2ccccc2)c(=O)[nH]c1=O
31	3	3	O=C(CNC(=O)c1ccc(Br)o1)NNC(=O)c1cccc(Cl)c1
32	-3	4	CN(CC(=O)Nc1ccc(OC(F)(F)F)cc1)C(=O)Cn1c(=O)cnc2ccccc21
33	0	-1	Cc1ccccc1NC(=O)Cc1nc(COC(=O)c2nc(Cl)ccc2Cl)cs1
34	-4	2	C[C@H](NC(=O)c1ccc(Cl)cc1)C(=O)NNC(=O)c1cccs1
35	0	2	O=C(c1ccc(Cl)c(S(=O)(=O)N2CCc3ccccc32)c1)N1CCN(c2ccccc2O)CC1
36	8	2	Cc1onc(-c2c(F)cccc2Cl)c1C(=O)N[C@@H]1C(=O)N2C(C(=O)O)C(C)(C)S[C@H]12 (stereo partly specified)
37	-4	4	CCOC(=O)c1ccc(S(=O)(=O)NNC(=O)Cc2csc(C)n2)cc1
38	4	-3	CN(c1ccccc1)S(=O)(=O)c1cccc(C(=O)OCC(=O)NCc2ccccc2)c1
39	-5	5	O=C(CSc1ncnc2sccc12)NCc1ccc2c(c1)OCO2
40	5	6	CCCCCCSc1ccc([C@@H]2[C@H]3C(=O)N(CC)C(=O)[C@H]3[C@]3(C(=O)OC)CCCN23)cc1
41	3	9	Cc1ccsc1C(=O)N1CCN(C(=O)c2ccco2)CC1
42	6	-2	C=CCn1c(SCC(=O)NCC(c2ccccc2)N(C)C)nnc1C1CCCCC1 (stereo unspecified)
43	0	4	CC(C)(C)OC(=O)N1CCC(NC(=O)c2nc[nH]c2C(=O)NC2CCN(C(=O)OC(C)(C)C)CC2)CC1
44	-1	2	Cc1ccc(NC(=O)CN(C)CC(=O)N(C)Cc2ccccc2)cc1
45	4	8	NNC(=O)c1n[nH]c2c1CC(C1CCCCC1)CC2 (stereo unspecified)
46	6	3	CON(C)C(=O)/C=C/CCCCNC(=O)OC(C)(C)C
47	-1	-3	Cc1ccc2c(c1)C(=O)C(=O)N2Cc1ccc(C(F)(F)F)cc1
48	0	1	O=C(CN1C(=O)C2CC=CCC2C1=O)NCC(=O)Nc1ccc(F)c(F)c1 (stereo unspecified)
49	-2	2	CCOc1ccc(/C=C/C(=O)OC(C)C(=O)NC2CCCCC2C)cc1OC (stereo unspecified)
50	0	0	C[C@H](CO)N1C[C@H](C)[C@@H](CN(C)C(=O)Nc2ccc3c(c2)OCO3)Oc2ccc(NC(=O)Cc3ccccc3)cc2C1=O

# A different layout for 21 compounds above:
30	CN(C(=O)c1cncc(Br)c1)c1c(N)n(Cc2ccccc2)c(=O)[nH]c1=O
31	O=C(CNC(=O)c1ccc(Br)o1)NNC(=O)c1cccc(Cl)c1
32	CN(CC(=O)Nc1ccc(OC(F)(F)F)cc1)C(=O)Cn1c(=O)cnc2ccccc21
33	Cc1ccccc1NC(=O)Cc1nc(COC(=O)c2nc(Cl)ccc2Cl)cs1
34	C[C@H](NC(=O)c1ccc(Cl)cc1)C(=O)NNC(=O)c1cccs1
35	O=C(c1ccc(Cl)c(S(=O)(=O)N2CCc3ccccc32)c1)N1CCN(c2ccccc2O)CC1
36	Cc1onc(-c2c(F)cccc2Cl)c1C(=O)N[C@@H]1C(=O)N2C(C(=O)O)C(C)(C)S[C@H]12 (stereo partly specified)
37	CCOC(=O)c1ccc(S(=O)(=O)NNC(=O)Cc2csc(C)n2)cc1
38	CN(c1ccccc1)S(=O)(=O)c1cccc(C(=O)OCC(=O)NCc2ccccc2)c1
39	O=C(CSc1ncnc2sccc12)NCc1ccc2c(c1)OCO2

assay / compound,30,31,32,33,34,35,36,37,38,39
IDE cell inh,4,3,-3,0,-4,0,8,-4,4,-5
IDE act,0,3,4,-1,2,2,2,4,-3,5

40	CCCCCCSc1ccc([C@@H]2[C@H]3C(=O)N(CC)C(=O)[C@H]3[C@]3(C(=O)OC)CCCN23)cc1
41	Cc1ccsc1C(=O)N1CCN(C(=O)c2ccco2)CC1
42	C=CCn1c(SCC(=O)NCC(c2ccccc2)N(C)C)nnc1C1CCCCC1 (stereo unspecified)
43	CC(C)(C)OC(=O)N1CCC(NC(=O)c2nc[nH]c2C(=O)NC2CCN(C(=O)OC(C)(C)C)CC2)CC1
44	Cc1ccc(NC(=O)CN(C)CC(=O)N(C)Cc2ccccc2)cc1
45	NNC(=O)c1n[nH]c2c1CC(C1CCCCC1)CC2 (stereo unspecified)
46	CON(C)C(=O)/C=C/CCCCNC(=O)OC(C)(C)C
47	Cc1ccc2c(c1)C(=O)C(=O)N2Cc1ccc(C(F)(F)F)cc1
48	O=C(CN1C(=O)C2CC=CCC2C1=O)NCC(=O)Nc1ccc(F)c(F)c1 (stereo unspecified)
49	CCOc1ccc(/C=C/C(=O)OC(C)C(=O)NC2CCCCC2C)cc1OC (stereo unspecified)

assay / compound,40,41,42,43,44,45,46,47,48,49
IDE cell inh,5,3,6,0,-1,4,6,-1,0,-2
IDE act,6,9,-2,4,2,8,3,-3,1,2

50	C[C@H](CO)N1C[C@H](C)[C@@H](CN(C)C(=O)Nc2ccc3c(c2)OCO3)Oc2ccc(NC(=O)Cc3ccccc3)cc2C1=O

assay / compound,50
IDE cell inh,0
IDE act,0

# Continuation.
cpd	IDE cell inh	IDE act	mol
51	-2	-2	COc1ccc(C)cc1S(=O)(=O)Nc1cc2c3c(c1)CCC(=O)N3CCC2
52	6	1	O=C(O)c1cc(NS(=O)(=O)c2ccc(F)cc2)cc(NS(=O)(=O)c2ccc(F)cc2)c1
53	-1	5	COc1ccccc1C(=O)NC(=O)COC(=O)c1cccc(OC(F)F)c1
54	6	-4	c1ccc(-c2cc3cc4c(cc3cn2)OCO4)cc1
55	6	0	O=C1CN(S(=O)(=O)c2ccccc2)CCN1
56	5	2	O=c1ccc(S(=O)(=O)N2CCCC2)c[nH]1
57	3	-3	O=C(OCC(=O)c1ccc[nH]1)c1ccc(C(F)(F)F)cc1
58	-2	-1	CCc1noc(C)c1C(=O)Nc1nc(-c2ccccc2)c(C(C)=O)s1
59	1	5	Cc1cc(Cl)ccc1NC(=O)CN1C(=O)C(=O)N(C2CCCC2)C1=O
60	0	6	CCN(CC(=O)Nc1c(F)cccc1F)C(=O)c1cccc(S(=O)(=O)N(C)c2ccccc2)c1
61	0	2	C=CCC[C@@H](Cc1ccc(F)cc1)C(=O)OCCNC(=O)[C@@H](CC=C)CC(=O)N[C@H](CO)Cc1ccccc1
62	0	6	O=C(CSc1cccc[n+]1[O-])NC1CCCCC1
63	2	1	COc1ccc(S(=O)(=O)N2CCN(C(=O)CCSc3ccccc3)CC2)cc1
64	2	4	COc1ccc(S(=O)(=O)N2CCCCC2)cc1NC(=O)CSc1ncccn1
65	8	1	CC(OC(=O)CN1C(=O)NC2(CCCC2)C1=O)c1ccc(F)cc1 (stereo unspecified)
66	0	0	COc1ccc(N2CC(C(=O)N(C)CC(=O)Nc3ccc(Cl)c(C(F)(F)F)c3)CC2=O)c(OC)c1 (stereo unspecified)
67	5	4	O=C(COC(=O)Cc1ccccc1F)NCCNC(=O)COC(=O)Cc1ccccc1F
